Tb PFK block: T. brucei PFK enzyme inhibition; T. brucei PFK, ADP-Glo luminescence; Potency, µM (titrated, usually from 57.5 µM), inactives show at the top dose activity, negative = inhibition, actives largely listed as inhibitors; O15648; 0.17% of 330,000 active;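 also: potency is read from the fitted curve at half-maximal effect; 0% = uninhibited 1x PFK enzyme wells and -100% = no-enzyme wells; nearly all actives have a fitted effect of over 60% in size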
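ADP-Glo luminescence quantified ADP after 45 min at room temperature, with 1.25 nM T. brucei PFK, 0.1 mM ATP and 0.5 mM fructose-6-phosphate in pH 8.0 TEA buffer. qHTS titrations up to 57 µM; curves classified by quality.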
TSHR antag: antagonists of human thyroid stimulating hormone receptor. P16473. TSHR-expressing cells, TSH-stimulated cAMP HTRF, 2 h; hits give low values. activity change, negative = inhibition, % at 11.5 µM. 0.2% of 330,000 active. AID 504810;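 active = activity change below a set negative limit, meaning inhibition stronger than a set level, cut at about -70% in these data; inconclusive = activity change between two set negative limits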; also: % is scaled to controls: 0 for no effect and ±100 for the full control effect
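Cell-based HTRF cAMP assay; TSHR cells + compound, TSH EC80 (4nM final), 2 h, 37 deg C. Lysis with anti-cAMP cryptate and cAMP-d2, 30 min RT, read 665/620 nm.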
ELG1 repair inh: ELG1-dependent DNA repair inhibition; HEK293T ELG1-luciferase reporter, luminescence, 16 h; DNA damage induced by 5-fluorouridine; Potency, µM (highest dose often 46.1 µM), for the others: at the top dose activity change, negative = inhibition, most hits filed as inhibitors; 2.3% of 330,000 active; also: potency is read from the fitted curve at half-maximal effect; % is scaled to controls: 0 for no effect and ±100 for the full control effect; nearly all actives have a fitted effect of over 55% in size
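HEK293T cells expressing luciferase-tagged ELG1 (2,000/well) received 5-Fluorouridine plus compound or DMSO for 16 hr at 37 °C. Luciferase was read by ONE-Glo luminescence after 30 min at room temperature.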
USP2a inh: inhibitors of human ubiquitin-specific protease USP2a; 0.01% of 330,000 active; O75604; USP2 core, Ub-CHOP2 coupled fluorogenic reporter, 485/531; Potency, µM (titrated, usually from 38.3 µM), without a hit: at the highest dose activity change, negative = inhibition, hits mostly inhibitors;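 also: potency is read from the fitted curve at half-maximal effect; plate controls were DMSO wells for no effect and full inhibition by NEM control for full effect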
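USP2 core (10nM final) preincubated 30min RT with compound in 20mM Tris-HCl pH 8.0, 2mM CaCl2, 2mM beta-mercaptoethanol, 0.05% CHAPS; 25nM Ub-CHOP2 plus 25nM reporter substrate added, fluorescence (Ex485/Em531) read after 60min.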
Mito fusion yeast: mitochondrial division inhibition or fusion activation; S. cerevisiae fusion-defective mutant growth rescue, CellTiterGlo 48 h; Potency, µM (highest dose often 46.1 µM), without a hit: at the highest dose growth rescue (activation), hits mostly activators; 0.23% of 320,000 active; AID 485298;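 also: potency is read from the fitted curve at half-maximal effect; % of control where 0% means no effect; nearly all actives have a fitted effect of over 45% in size; temperature-sensitive fusion mutants such as fzo1-1 at 37 °C on non-fermentable ethanol glycerol medium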
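Compounds are tested for their ability to restore growth of mitochondrial fusion-defective yeast strains at non-permissive 37C in YPEG medium over 48 hours. Viability is quantified by luciferase luminescence.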
B2AR arrestin: recruits beta-arrestin to the human beta2-adrenergic receptor; beta-arrestin recruitment to beta2AR, cell-based reporter; 0.02% of 330,000 active; Potency, µM (series often up to 46.1 µM), without a hit: at the highest dose activation, usual class: activators; P07550;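 also: potency is read from the fitted curve at half-maximal effect; 0% = DMSO controls and full agonism = EC100 isoproterenol or metaproterenol; nearly all actives have a fitted effect of over 65% in size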
Target sequence (P07550 whole entry, looked up): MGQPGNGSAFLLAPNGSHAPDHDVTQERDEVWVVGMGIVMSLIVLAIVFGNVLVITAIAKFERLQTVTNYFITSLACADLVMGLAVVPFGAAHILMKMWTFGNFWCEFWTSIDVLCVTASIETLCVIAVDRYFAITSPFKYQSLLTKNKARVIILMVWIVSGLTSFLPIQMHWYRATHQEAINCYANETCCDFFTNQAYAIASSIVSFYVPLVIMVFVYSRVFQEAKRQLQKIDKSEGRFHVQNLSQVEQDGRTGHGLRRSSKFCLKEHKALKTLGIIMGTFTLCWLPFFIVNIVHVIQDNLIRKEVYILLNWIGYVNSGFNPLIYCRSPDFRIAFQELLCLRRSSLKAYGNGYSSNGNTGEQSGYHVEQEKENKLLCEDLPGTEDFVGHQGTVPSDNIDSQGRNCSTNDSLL
TSG101-PTAP inh: blocks PTAP/TSG101 interaction to inhibit HIV-1 budding; Fluorescence polarization, FITC-PTAP peptide / Tsg101 binding; Potency, µM (highest dose often 115 µM), inactives show at the highest dose activity change, negative = inhibition, actives largely listed as inhibitors; 340,000 tested, under 10 active; AID 493005; Q99816; active = well fitted inhibition curve with a large enough effect in the main read-out, with a control signal flat, not every such curve was filed as active; inconclusive = small, poorly fitted or top-dose-only effect, or effect the other way, or a change in a side signal; inactive = no such curve, though single readings can be large or run the other way; also: potency is read from the fitted curve at half-maximal effect; % of control where 0% means no effect
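Steps: Tsg101 binding domain dispensed (10 uM final), compounds pinned in DMSO, FITC-labeled PTAP-motif peptide added (50 nM final); after 20 min binding at room temperature, polarization measured.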
TCR act: T cell receptor activation; Potency, µM (doses to about 9.22 µM), inactives show at the top dose activation of IL-2 secretion, hits mostly activators; primary human leukocytes, anti-CD3, IL-2 HTRF, 48 h; 330,000 tested, under 10 active; AID 504894; also: % of control where 0% means no effect
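Primary human leukocytes were stimulated with a-CD3 beads plus compounds for 48 hr without co-stimulation; secreted IL-2 was quantified by HTRF using a-IL-2-K (europium cryptate) and a-IL-2-d2, excited at 320nm with acceptor emission read at 665nm.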
Eya2 phos inh: inhibitors of human Eya2 phosphatase activity | O00167 | recombinant Eya2, OMFP fluorescence dephosphorylation (OMFP is methylfluorescein phosphate) | Potency, µM (titrated, usually from 76.9 µM), for the others: at the top dose activity, negative = inhibition, usual class: inhibitors | 0.006% of 330,000 active | AID 488837; also: potency is read from the fitted curve at half-maximal effect; % is scaled to controls: 0 for no effect and ±100 for the full control effect
Target sequence (O00167 whole entry, looked up): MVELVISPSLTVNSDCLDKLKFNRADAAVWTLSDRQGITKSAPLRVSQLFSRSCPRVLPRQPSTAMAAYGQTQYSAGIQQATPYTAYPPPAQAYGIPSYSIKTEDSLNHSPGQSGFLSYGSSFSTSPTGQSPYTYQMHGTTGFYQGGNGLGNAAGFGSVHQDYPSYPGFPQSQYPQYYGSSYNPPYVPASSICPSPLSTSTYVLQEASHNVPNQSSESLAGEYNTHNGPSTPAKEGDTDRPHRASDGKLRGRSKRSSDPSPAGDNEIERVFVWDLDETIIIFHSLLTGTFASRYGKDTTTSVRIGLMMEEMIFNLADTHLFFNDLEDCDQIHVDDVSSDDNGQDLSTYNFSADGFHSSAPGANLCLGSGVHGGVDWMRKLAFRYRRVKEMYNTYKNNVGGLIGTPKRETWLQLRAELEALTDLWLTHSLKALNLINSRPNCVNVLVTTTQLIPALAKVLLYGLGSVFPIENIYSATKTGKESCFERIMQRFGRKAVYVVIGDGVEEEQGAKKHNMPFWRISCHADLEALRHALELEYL
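Eya2 protein (added as 0.2 uM solution) was preincubated with compound for 10 min at ambient temperature in 50 mM HEPES pH 7.5, 50 mM NaCl, 5 uM MgCl2, 0.05% BSA, 1 mM DTT. OMFP (added at 50 uM) then reacted 10 min; fluorescence read at 485/525 nm.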
BCR signal inh: chronic active BCR signaling inhibition. ABC-DLBCL IkBa-CBG/CBR reporter, luminescence ratio, 4 h. Potency, µM (doses to about 46.1 µM), for the others: at the top dose ratio change, negative = lower green/red ratio, hits mostly inhibitors. 0.05% of 340,000 active; active = well fitted inhibition curve with a large enough effect in the signal ratio, with a control signal flat, not every such curve was filed as active; inconclusive = small, poorly fitted or top-dose-only effect, or effect the other way, or a change in a side signal; the % refers to the signal ratio;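 also: potency is read from the fitted curve at half-maximal effect; plate controls were basal doxycycline-induced cells for no effect and cells given 10 µM MG132 for full effect; MG132 reads +100%, hits lower the ratio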
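TMD8 ABC-DLBCL cells carrying doxycycline-inducible green luciferase fused to IkappaBalpha plus unfused red luciferase were exposed to compounds (up to 46 uM) for 4 hrs at 37C. Activity came from the overlap-corrected green/red luminescence ratio.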
uPA surface inh: inhibitors of cell surface uPA generation | Potency, µM (titrated, usually from 38.3 µM), for inactives: at the highest dose activity change, negative = inhibition, hits mostly inhibitors | AID 540303 | 0.31% of 330,000 active | cell surface uPA generation assay, qHTS; active = well fitted inhibition curve with a large enough effect; inconclusive = small, poorly fitted or top-dose-only effect; inactive = no such curve, though single readings can be large or run the other way; tested in mouse RAW 264.7 cells; also: potency is read from the fitted curve at half-maximal effect; % is scaled to controls: 0 for no effect and ±100 for the full control effect; nearly all actives have a fitted effect of over 55% in size
The depositor's hits bear a star; ? = inconclusive; · = no result given; [ ] = remark or other dose. Unless noted, calls follow the shape of the dose curve; as a rule, active = well fitted curve in the direction sought with a large enough effect; inconclusive = small, poorly fitted or top-dose-only effect, or another doubt; inactive = no such curve, though single readings can be large; an effect the other way counts as inactive or inconclusive.

nr	Compound	TSG101-PTAP inh	TCR act	TSHR antag	ELG1 repair inh	Eya2 phos inh	uPA surface inh	B2AR arrestin	Tb PFK block	BCR signal inh	Mito fusion yeast	USP2a inh
1	Cc1c(Cl)cccc1N(CC(=O)O)S(C)(=O)=O	-3%	0%	5	-1%	9%	1%	0.3%	-11%	5%	-3%	2%
2	Cc1ccc(C#CC[N+]2(CC#Cc3ccc(C)cc3)CCCCC2)cc1	-4%	12%[46.1 µM]	2	12µM*	-3%	7.1µM*	-0.9%	-7%	?	-6%	2%
3	Cc1cc(Cl)ccc1NC(=O)CSc1n[nH]c(N)n1	-3%	2%	0	12%	-7%	-1%	8.1%	1%	?	0%	-1%
4	O=C(Nc1c(C(=O)N2CCOCC2)oc2ccccc12)c1cccc([N+](=O)[O-])c1	-2%	4%	11	?	12%	-7%	-0.1%	-4%	?	1%	2%
5	CCCCNC(=O)COC(=O)CCC(=O)c1cccs1	0%	-2%[46.1 µM]	13	13%	-2%	8%	0.1%	-13%	10%	-20%	-3%
6	COc1ccc(N2CCN(S(=O)(=O)c3cc(Br)cnc3N)CC2)cc1	-2%	0%	14	?	-1%	4%	0.9%	-15%	-4%	14%	1%
7	CC(=O)Nc1ccc(S(=O)(=O)NCCc2csc(-c3cccnc3)n2)cc1	-2%	-5%	12	-12%	-6%	11%	-0.1%	-3%	-1%	-1%	1%
8	CSc1nnc(CNC(=O)c2ccccc2)n1-c1cccc(C)c1	0%	3%[46.1 µM]	-2	-1%	-14%	5%	3.2%	4%	-6%	0%	2%
9	CCCCN1C(=O)C(=O)N(CC(=O)Nc2sc(C)c(CC)c2C(=O)OCC)C1=O	-9%	-3%	-17	0%	-21%	-2%	-0.6%	0%	11%	26%	-1%
10	CC1(C)Cc2ccccc2/C(=C/C(=O)c2ccccc2)N1	-1%	0%	-1	-5%	-4%	8%	-0.7%	1%	?	1%	0%
11	N#Cc1cccnc1N1CCN(C(=O)c2ccco2)CC1	-2%	-4%	2	?	-7%	-5%	-0.7%	-2%	1%	4%	3%
12	Cc1ccc2cccc(OCc3nnc(SCC(=O)O)n3C)c2n1	-8%	-1%	13	11%	10%	6%	-0.6%	-1%	?	4%	4%
13	CCOc1ccc(C(=O)NCCO)cc1	-5%	0%	-8	7%	3%	23%	0.1%	-6%	1%	0%	1%
14	O=C(NNC(=O)c1cc(S(=O)(=O)N2CCCCC2)ccc1Cl)c1ccccc1O	-4%	·	-6	-8%	4%	-25%	-0.1%	4%	?	6%	-1%
15	CCn1c(C2CCN(S(=O)(=O)c3ccc(OC)cc3)CC2)n[nH]c1=S	-3%	-3%	-3	-13%	-3%	2%	-0.1%	-6%	2%	2%	1%
16	COc1ccccc1OCC(=O)Nc1ccc(NC(=O)COc2ccccc2OC)cc1	-3%	2%	19	?	0%	1%	0.5%	-3%	-1%	9%	-5%
17	COCCCn1c(SCC(=O)Nc2ccc(C)cc2)nc2ccccc2c1=O	-6%	-1%	-5	?	-5%	-1%	0.1%	1%	?	15%	-1%
18	Nc1ccc(Br)c2c1C(=O)c1ccccc1C2=O	-4%	-1%	-8	28%	-6%	-9%	-0.8%	2%	?	4%	-10%
19	O=S(=O)(Nc1ncccn1)c1cc(Cl)ccc1Cl	-1%	·	-5	-1%	-2%	-1%	3.8%	-1%	2%	4%	-1%
20	COc1ccccc1Nc1nc(N)nc(CN2CCN(c3ccccc3F)CC2)n1	-7%	-2%	-7	-13%	-10%	-4%	-2.0%	?	-2%	-2%	-3%
21	COCCNC(=O)CSc1ccc(C)cc1	-4%	3%	5	6%	0%	1%	0.1%	3%	2%	-1%	0%
22	CN(C)CCCN(C(=O)COc1ccc(Cl)cc1)c1nc2cc3c(cc2s1)OCO3	-10%	11%	-3	22%	0%	1%	3.9%	2%	-7%	-14%	-1%
23	COc1ccccc1NC(=O)CSc1nc2ccccc2c(=O)n1CCNC(C)=O	1%	1%	5	-12%	7%	6%	-0.5%	-1%	-5%	2%	4%
24	Cc1c(C(=O)OCC(=O)N2C(C)CCCC2C)oc2ccccc12 (configuration not stated)	0%	12%	6	?	-14%	12%	-0.2%	3%	0%	0%	0%
25	COCn1c(-c2ccc(OC)c(OC)c2)nc2ccccc21	-7%	-31%	0	?	8%	-5%	0.5%	0%	-2%	0%	2%
26	CCOc1ccc2nc(-c3ccccc3)nc(SCC(=O)OC)c2c1	1%	·	-5	0%	13%	-2%	-1.1%	-1%	-1%	2%	1%
27	COc1ccc(-c2c(C)nn(-c3ccccc3)c2N)cc1	-10%	11%	4	?	18%	·	-0.3%	-2%	?	-3%	2%
28	CCOc1ccc(N2C(=O)CC(Cc3ccccc3OC)C2=O)cc1 (configuration not stated)	19%	·	0	3%	-1%	6%	0.6%	0%	-2%	-1%	-1%
29	O=C1N/C(=C/c2cccs2)C(=O)N1Cc1ccccc1F	7%	-4%	3	9%	-16%	0%	4.3%	2%	?	0%	-1%
30	N#CC1=C(N)S[C@@H](C(=O)c2ccc(F)cc2)[C@@H]1c1cccs1	-5%	17%[46.1 µM]	8	?	-7%	1%	-0.2%	-4%	9%	5%	-2%
31	Fc1ccccc1OCC1CCCN(Cc2nc(CC3CC3)no2)C1 (configuration not stated)	2%	4%	-10	11%	-3%	0%	-0.1%	-3%	4%	6%	-2%
32	O=C(O)CN(CCc1ccccc1)S(=O)(=O)c1ccccc1	-3%	-9%	-1	0%	11%	3%	-0.3%	0%	-1%	2%	1%
33	CCOc1ncccc1C(=O)OCC(=O)NCc1ccc(C(=O)OC)cc1	-7%	-2%	19	-31%	5%	5%	-0.4%	0%	0%	·	1%
34	COc1cccc(CNC(=O)N2CCN(c3ccccc3)CC2)c1	-2%	-2%	-11	-7%	-11%	0%	-0.4%	1%	?	-4%	-2%
35	O=C(NCCS(=O)(=O)N1CCN(c2ccccc2)CC1)c1ccc(Br)o1	-3%	·	4	20%	-4%	-7%	-0.8%	3%	-6%	2%	2%
36	CCN(CC)S(=O)(=O)c1ccc(N2CCOCC2)c(NC(=O)c2ccc3ccccc3c2)c1	0%	-3%[46.1 µM]	-7	15µM*	-6%	-2%	0.2%	0%	0%	5%	1%
37	CC(C)C(c1nnnn1C(C)(C)C)N1CCN(Cc2cccnc2)CC1 (configuration not stated)	2%	-6%	4	?	-4%	0%	0.2%	-3%	-3%	3%	7%
38	COc1ccc(-c2ncnc(C(F)(F)F)c2-c2csc(C)n2)c(O)c1	-5%	2%	3	3%	-16%	2%	0.9%	-5%	-15%	7%	0%
39	Cc1ccc(/C=C/C(=O)NCc2ccccn2)o1	-3%	5%[46.1 µM]	-2	-3%	5%	-1%	-0.3%	?	-2%	-1%	1%
40	Cc1nc(NC(=O)C2CC2)sc1C(=O)Nc1ccccc1	1%	·	-12	-7%	4%	0%	-0.3%	1%	?	0%	2%
41	COC(=O)c1cc(OC)c(OC)cc1NC(=O)Cn1nnc(-c2ccccc2Cl)n1	2%	3%	0	?	-2%	·	-0.5%	-3%	21%	-1%	1%
42	CCOc1ccc(CCNC(=O)C(O)c2ccccc2)cc1 (configuration not stated)	-6%	1%	-2	-1%	6%	4%	-0.9%	-3%	-2%	-1%	0%
43	CCOc1cnc(-c2c(-c3c(Cl)cccc3Cl)noc2C)o1	-6%	6%	-16	?	-1%	0%	-0.1%	9%	-4%	12%	-1%
44	Cc1cc(OC(C)C(=O)NCC(O)c2ccccc2)c2c(C)cc(=O)oc2c1 (configuration not stated)	-6%	4%	12	16%	6%	-2%	0.2%	1%	-2%	-12%	3%
45	Cc1cc(OCC(=O)NCCc2ccc(Cl)cc2)c2c(C)cc(=O)oc2c1	-2%	-2%	-16	17%	0%	3%	-0.1%	-9%	3%	-13%	-3%
46	CC(C)N(C)C(=O)C(=O)c1cccn1-c1cccc(Cl)c1C#N	-6%	-1%	1	9%	5%	-5%	0.1%	0%	-1%	3%	1%
47	O=[N+]([O-])c1ccccc1S(=O)(=O)N1CCN(Cc2ccsc2)CC1	0%	3%	-5	7%	2%	2%	0.4%	-2%	-2%	1%	-1%
48	O=C(CCN1CCN(CCO)CC1)Nc1ccccc1	-9%	-1%	-5	14%	1%	18%	0.1%	1%	-1%	4%	-1%
